Bioassay records deposited in PubChem BioAssay by several laboratories.
M5 ag: CHRM5 agonism in calcium assay. P08912. CHO-K1 hM5 cells, Fluo-8 calcium fluorescence; 0% DMSO wells, 100% maximal acetylcholine response. hit rate 0.19% among 360,000. AID 624037. activation, % at 3 µM;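 active means activation above the run's mean over test compounds plus 3 SD, cut at about 23% in these data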;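 further: signal is peak over basal fluorescence ratio across the kinetic read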
CRFR2-BP antag: blocks CRF-induced signaling of the CRF-BP/CRF-R2 complex | HEK293 CRF-R2/CRF-BP, CRF-induced calcium fluorescence | inhibition, % at 11.8 µM | hit rate 0.59% among 350,000;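 active means inhibition of the ligand-induced calcium signal above about 50% at the single tested concentration, limit read from the data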
M4 PAM: positive allosteric modulators of human muscarinic M4 receptor | activation, % at 3 µM | AID 624126 | CHO-K1 hM4/Gqi5, Fluo-8 calcium fluorescence, ACh EC20; 0% = ACh EC20, 100% = maximal ACh | P08173 | hit rate 0.4% among 360,000;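 active means activation above its plate's cutoff, the mean activation of sample wells plus 3 SD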; further: some results filed as inactive read as strong as hits
Target sequence (P08173 whole entry, looked up): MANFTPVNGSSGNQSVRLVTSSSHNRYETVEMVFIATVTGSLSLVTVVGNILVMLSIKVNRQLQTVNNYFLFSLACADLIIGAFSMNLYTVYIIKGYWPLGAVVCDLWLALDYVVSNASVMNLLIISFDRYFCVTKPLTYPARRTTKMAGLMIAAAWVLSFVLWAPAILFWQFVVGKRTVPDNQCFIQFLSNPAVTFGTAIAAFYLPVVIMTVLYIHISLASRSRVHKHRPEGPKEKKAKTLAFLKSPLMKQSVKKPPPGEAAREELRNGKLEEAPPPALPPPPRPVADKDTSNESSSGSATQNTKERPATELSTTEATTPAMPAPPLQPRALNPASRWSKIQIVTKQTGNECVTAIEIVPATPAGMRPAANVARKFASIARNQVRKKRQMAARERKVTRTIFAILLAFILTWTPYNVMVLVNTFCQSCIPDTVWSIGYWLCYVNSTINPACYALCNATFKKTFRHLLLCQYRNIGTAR
TAAR1 agonist: agonists of human TAAR1 | Q96RJ0 | CHO RD-HGA16 TAAR1, Fluo-8 calcium fluorescence; vehicle wells 0%, saturating PEA agonist 100% | activation, % at 3 µM | hit rate 0.99% among 360,000 | AID 624467;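 active means activation above the mean activation of all test compounds in the run plus 3 SD, cut at about 38% in these data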
Target sequence (Q96RJ0 whole entry, looked up): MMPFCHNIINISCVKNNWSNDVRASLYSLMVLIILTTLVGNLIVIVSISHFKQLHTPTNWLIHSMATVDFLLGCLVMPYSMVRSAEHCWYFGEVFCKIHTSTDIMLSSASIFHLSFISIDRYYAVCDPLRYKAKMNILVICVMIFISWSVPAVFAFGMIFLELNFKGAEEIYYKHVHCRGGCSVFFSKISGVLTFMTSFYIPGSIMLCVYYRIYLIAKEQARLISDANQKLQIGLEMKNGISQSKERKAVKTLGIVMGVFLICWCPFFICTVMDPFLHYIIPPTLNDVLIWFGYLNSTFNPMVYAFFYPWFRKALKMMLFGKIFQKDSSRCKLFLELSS
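Assay system – CHO-derived RD-HGA16 cells with stable Gα16 and human TAAR1 · Compound dosing – one-point dosing at 3 µM (nominal) · Incubation – 17-24 h seeding, 75 min 37 °C dye, 30 min RT · Measured by – kinetic Fluo-8 calcium fluorescence · Control set – DMSO vehicle as 0%, PEA at EC100 as 100% · Repeats – single well for each compound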
TAAR1 antag: antagonists of human TAAR1; Q96RJ0; CHO RD-HGA16 TAAR1, Fluo-8 calcium fluorescence, antagonist; inhibition, % at 3 µM; hit rate 1.5% among 360,000;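 active means inhibition above a per-plate cutoff, the mean inhibition of test compounds on that plate plus 3 SD, cut at about 49% in these data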;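 further: 0% = DMSO plus EC80 beta-PEA response and 100% = DMSO alone without agonist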
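Material: RD-HGA16 CHO cells with stable hTAAR1 and Gα16; Dosing: single nominal final test compound concentration of 3 µM; Schedule: seeding 17-24 h prior, 75-min 37 °C, 30-min RT dye loading; Detection: kinetic Fluo-8 calcium fluorescence measurement; Measure: % inhibition from peak post-agonist over basal fluorescence ratio; Benchmarks: vehicle and agonist controls.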
CHO-K1 Ca PAM: counter-screen for M1 PAMs: effect in parental CHO-K1 cells; ATP EC20, Fluo-8 calcium fluorescence; 0% at ATP EC20, 100% at ATP max; activation, % at 3 µM; hit rate 0.02% among 360,000;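 active means activation above the run cutoff, the mean activation of all test compounds plus 3 SD, cut at about 40% in these data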;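 further: peak over basal fluorescence ratio in a 140 s read after ATP addition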
CRFR2-BP ag: agonists of human CRF-binding protein/CRF-R2 receptor complex | HEK293 CRF-R2/CRF-BP, calcium dye fluorescence (FLIPR); percent of saturating CRF peptide response | activation, % at 13.2 µM | hit rate 0.46% among 350,000 | AID 588473;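 active means activation of at least 50%, plus an integration ratio under a set limit after plate pattern correction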;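 further: plate controls were neutral control wells without compound for no effect and CRF at EC100 for full effect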
CHRM5 antagonist: antagonists of human muscarinic M5 receptor (CHRM5) | inhibition, % at 3 µM | AID 624040 | CHO-hM5 cells, Fluo-8 calcium fluorescence, ACh EC80 | hit rate 0.59% among 360,000;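 active means inhibition above a per-plate cutoff, the mean of that plate's test compounds plus 3 SD, cut at about 27% in these data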;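 further: 0% = acetylcholine EC80 with DMSO and 100% = DMSO without agonist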
M5 PAM: potentiates acetylcholine response at human M5 receptor; P08912; CHO-K1 hM5, Fluo-8 calcium, ACh EC20 PAM; 0% = ACh EC20, 100% = ACh EC100; activation, % at 3 µM; hit rate 0.3% among 360,000; AID 624038;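 active means activation above the run cutoff, the mean activation of all test compounds plus 3 SD, cut at about 18% in these data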
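System: CHO-K1 cell line with stable human muscarinic M5 receptor expression | Also added: EC20 acetylcholine as agonist stimulus | Compound: One concentration, 3 µM final (nominal) | Timing: Fluo-8 loading 80 min at 37 °C plus 30 min room temperature | Measured by: Fluo-8 calcium dye fluorescence, kinetic read | Read-out basis: % activation, ACh-normalized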
Active calls of the source: *; · = no result given.

SMILES	M5 ag	CRFR2-BP antag	M4 PAM	TAAR1 agonist	TAAR1 antag	CHO-K1 Ca PAM	CRFR2-BP ag	CHRM5 antagonist	M5 PAM
COCC(=O)N1CCN(c2ccc([N+](=O)[O-])cc2)CC1	2	16	18	1	-4	-6	-1.2	-5	4
CCOc1cc(CNCCO)cc(Br)c1OCc1ccccc1	2	-76	-9	23	-10	9	-2.7	-13	0
COC(=O)CN(c1cc(OC)ccc1OC)S(=O)(=O)c1ccc(OC)c(OC)c1	-3	-11	15	5	7	19	-0.6	-5	9
CC1CCC(C(C)C)C(OC(=O)COC(=O)c2ccc(N)cc2)C1 (stereo not drawn)	0	-21	5	2	-4	23	0.1	4	2
C=CCNCC(=O)N1N=C(c2ccc3ccccc3c2)CC1c1ccc(OC)cc1 (stereo not drawn)	3	-14	-3	10	-17	10	0.0	5	5
Cc1c(Cl)cccc1NC(=O)NCc1ccncc1	-5	4	5	1	-3	-11	0.0	-2	15
Cc1nnc(N2CCCC(C(=O)NCc3ccc(OC(C)C)cc3)C2)c2nn(-c3ccccc3)c(C)c12 (stereo not drawn)	-10	-4	-13	12	-58	12	4.4	6	3
Cc1ccc(NC(=O)COc2ccc(/C=N\NC(=O)c3cccnc3)cc2)cc1C	-3	5	-8	·	·	9	0.4	-9	-6
CCOc1ccc(NC(=O)/C(=C\c2ccc(OC(C)=O)c(OC)c2)NC(C)=O)cc1	2	6	4	-2	1	-9	-0.2	-2	3
CCOc1ccccc1-c1cc(C(=O)N/N=C/c2ccc3c(c2)OCO3)c2ccccc2n1	-4	-8	7	15	14	10	1.5	-5	-8
CN1CCN(C(=O)CN(Cc2ccccc2)S(C)(=O)=O)CC1	-11	-4	-3	8	2	17	1.9	13	-3
c1ccc(OCc2nc3ccccc3[nH]2)cc1	-3	-19	1	10	11	-1	-2.3	8	-7
O=C(O)c1cc([N+](=O)[O-])c(Sc2nc3ccccc3[nH]2)c([N+](=O)[O-])c1	-2	-6	-2	12	-19	15	-0.3	5	3
Cc1ccc(C(=O)Nc2ccccc2C(=O)O)cc1S(=O)(=O)Nc1ccc(Br)cc1	6	24	15	8	-32	10	-0.1	-4	12
Cc1ccn2c(NCc3ccccc3)c(-c3cccs3)nc2c1	-10	-25	20*	11	36	17	-0.5	-12	1
O=C1C2C3C=CC(CC3)C2C(=O)N1c1ccc(F)cc1 (stereo not drawn)	2	18	-6	2	0	5	1.5	2	6
Cc1ccc(C(=O)COC(=O)c2ccc3c(c2)C(=O)N(c2cccc4ncccc24)C3=O)cc1C	2	15	7	5	4	13	2.9	-9	5
COc1ccc(C(=O)NCCc2c[nH]c3ccccc23)cc1S(=O)(=O)N1CCCCC1C (stereo not drawn)	2	0	-2	7	29	6	0.4	14	-9
C[C@H](NS(=O)(=O)c1ccc2c(c1)OCCCO2)C(=O)N1CCN(Cc2ccc(C#N)cc2)CC1	3	-3	4	2	-30	-6	1.5	-12	5
Nc1c(C(=O)O)sc2nc(-c3ccc(F)cc3)cc(-c3ccccc3)c12	-3	-5	-5	2	-21	16	6.8	4	-1
COc1cccc(OC)c1C(=O)Nc1cccc(-c2nc3ccccc3[nH]2)c1	-1	-11	-12	12	44	-8	-0.4	13	-13
O=C(Cc1ccc([N+](=O)[O-])cc1)NCC1CCCO1 (stereo not drawn)	-2	-1	-4	0	-6	9	0.6	18	-12
COc1ccc(OC)c(NC(=O)c2cc(S(=O)(=O)NCc3ccco3)ccc2F)c1	-2	38	-2	13	6	-7	1.6	-3	-6
CN[C@H]1C[C@H]2c3cc(N4CCN(C)CC4)ccc3CCN2C(=O)[C@H]1[C@H](C)O	-1	-11	8	1	-16	-9	3.0	-4	5

Single entries from the results shown.
CHO-K1 Ca PAM, `O=C(Cc1ccc([N+](=O)[O-])cc1)NCC1CCCO1` (stereo not drawn) = 9
CHO-K1 Ca PAM, `CN[C@H]1C[C@H]2c3cc(N4CCN(C)CC4)ccc3CCN2C(=O)[C@H]1[C@H](C)O` = -9
CHO-K1 Ca PAM, `Cc1ccn2c(NCc3ccccc3)c(-c3cccs3)nc2c1` = 17

Two compounds from above, showing only TAAR1 agonist and M4 PAM.
Structure	TAAR1 agonist	M4 PAM
O=C(O)c1cc([N+](=O)[O-])c(Sc2nc3ccccc3[nH]2)c([N+](=O)[O-])c1	12	-2
Cc1ccc(C(=O)Nc2ccccc2C(=O)O)cc1S(=O)(=O)Nc1ccc(Br)cc1	8	15

More compounds follow:
SMILES	M5 ag	CRFR2-BP antag	M4 PAM	TAAR1 agonist	TAAR1 antag	CHO-K1 Ca PAM	CRFR2-BP ag	CHRM5 antagonist	M5 PAM
Cc1cc(NC(=O)COc2ccccc2C(N)=O)no1	-1	9	1	1	-12	-5	-0.8	17	-3
CCOc1ccc(-c2cc(NC(=O)c3c(F)cccc3F)c(C(=O)O)s2)cc1	-6	48	-10	4	25	-9	0.1	15	-10
COc1ccc(-c2nnc(NC(=O)C(C)C)o2)cc1	2	-5	6	6	-34	6	-0.3	3	-1
O=C(N/N=C/c1c[nH]c2ccccc12)c1cc(-c2ccc(-c3ccccc3)cc2)n[nH]1	2	5	-3	3	6	20	-1.2	6	-1
O=C(C1=C[C@H](c2csc3ccccc23)C[C@H](OCc2ccc(CO)cc2)O1)N1CCN(Cc2ccccc2)CC1	-1	4	-4	7	26	1	3.3	20	-7
CNC(=S)N(CCc1c(C)[nH]c2ccc(Cl)cc12)Cc1cc(OC)c(OC)c(OC)c1	11	-10	1	13	47	8	-1.4	4	-1
Cc1cc(F)cc(-c2cc(C(=O)NCc3ccccn3)[nH]n2)c1	1	·	2	0	-3	13	·	0	-6
Cc1occc(=O)c1OCc1c(F)cccc1Cl	-4	3	3	5	9	6	-2.5	-8	-7
Cc1c(NC(=S)NC(=O)c2ccco2)cccc1-c1nc2ncccc2o1	3	2	0	2	1	12	0.4	-10	0
S=C(NCCCN1CCOCC1)N(Cc1ccccc1)Cc1ccccc1	-8	2	-11	2	-8	4	-0.6	31*	-15
COc1cccc(C(=O)Nc2c3c(nc4c2CCC4)CCCC3)c1	-1	-5	9	0	-11	15	-1.2	-2	-2
Cc1cc(S(=O)(=O)Nc2ccc(C(=O)NCC(c3ccco3)N(C)C)cc2)ccc1F (stereo not drawn)	-5	-5	-7	2	-30	3	0.1	9	-1
COc1ccc(NC(=O)c2cccc(N3C(=O)c4ccc(C(=O)Nc5ccc(OC)c(O)c5)cc4C3=O)c2)cc1O	-3	-14	7	4	-3	5	0.5	26	-4
Clc1ccc(Cl)c(-c2nc(-c3ccncc3)no2)c1	0	17	1	0	-14	18	4.5	10	-1
CC(C)c1ccc(NC(=O)Nc2cnccn2)cc1	-4	-6	-1	1	-14	-5	0.6	2	-5
CC1(C)CC(=O)C=C(c2n[nH]nc2C2CC2)C1	0	-9	5	2	-18	7	3.9	-6	-1
C[C@@H]1c2ccccc2N2C[C@H](Cc3ccc(C(=O)c4ccccc4)cc3)C[C@@H]12	-1	-7	-4	-1	27	2	5.0	1	-1
O=C(c1cc(Cl)ccc1O)N1CCN(S(=O)(=O)c2cccs2)CC1	-8	2	3	2	-5	-8	0.0	4	0
CCOc1ccc(OCCCC(=O)NCCc2ccc(OC)cc2)cc1	-3	-6	-5	-2	-24	-6	0.2	-7	9
COc1ccccc1CNC(=O)COC(=O)c1nc(Cl)ccc1Cl	-2	5	1	-1	-6	-15	-1.9	10	-4
O=C(CNC(=O)c1cnccc1C(F)(F)F)c1cccc(Cl)c1	-3	13	-34	2	-28	10	-0.6	26	-26
CC(C)Cn1c(=O)[nH]c(=O)c2c(C(F)(F)F)cc(-c3ccccc3)nc21	1	-20	-3	3	-50	-1	-1.1	-8	-2
CC1=C(C(=O)OCC(Br)(Br)Br)C(c2cccc([N+](=O)[O-])c2)NC(=O)N1CCCC(=O)O (stereo not drawn)	-1	-2	18	4	2	18	0.5	12	0
CC1=NN(C(=O)c2ccccc2-n2cccc2)C(O)(C(F)(F)F)C1 (stereo not drawn)	-5	17	6	0	-14	22	-1.8	-5	4
Cc1cc(NC(=O)[C@H](C)NC(=O)c2ccco2)ccc1Br	1	4	2	3	15	7	-1.7	10	-1
CCOc1ccc(-c2[nH]nc3c2C(c2ccc4c(c2)OCO4)C(C#N)=C(N)O3)cc1OC (stereo not drawn)	0	-6	-1	10	33	3	4.7	5	0
Cc1cccc(NC(=O)CN2C(=O)N/C(=C/c3ccc(C)o3)C2=O)c1	1	5	-10	0	-16	-7	0.3	-3	3
CC1CCN(Cc2c(C(=O)N/N=C/c3cccc(C(F)(F)F)c3)nnn2-c2nonc2N)CC1	-3	-23	1	-3	-32	-22	-1.9	-3	4
COc1ccc(F)cc1C(=O)C1CCCN(C(=O)c2ccc(C(C)=O)s2)C1 (stereo not drawn)	-9	10	-2	-2	-11	-2	-0.3	0	-3
CC(OC(=O)c1ccc(Br)o1)C(=O)NCC1CCCCC1 (stereo not drawn)	0	-1	13	3	-11	6	-7.1	7	1
CCc1c(C)nc2ncnn2c1N1CCC(C(=O)NCc2cccc(OC)c2)CC1	2	-2	13	8	8	16	-1.4	-6	11
CCC(C(=O)Nc1cc(C)on1)c1ccccc1 (stereo not drawn)	1	-14	2	3	8	12	-4.4	-1	7
O=C(Cc1ccc(S(=O)(=O)N2CCCCC2)s1)Nc1ccc(F)cc1F	-2	5	1	1	-13	3	1.8	6	-3
Cc1ccccc1-n1ncc2c(SCC(=O)N3c4ccccc4CC3C)ncnc21 (stereo not drawn)	-4	54*	-9	2	13	10	7.5	2	-17
Cc1cnc(C(=O)OCC(=O)NCCCc2ccccc2)cn1	1	2	0	2	-4	19	0.5	4	4
O=C(Nc1nnc(CCS(=O)(=O)c2ccc3ccccc3c2)s1)c1cccs1	-3	-6	21*	1	3	5	3.2	-3	1
CCCNC(=O)[C@H](Cc1c[nH]c2ccccc12)NC(=O)c1ccccc1Cl	-3	-21	3	10	-13	11	2.1	12	-5
CCc1nn(CCCC(=O)NCc2ccco2)c(=O)c2cc3occc3n12	-3	2	-4	4	-16	-2	-0.8	2	-5
Cc1ccc(C(=O)N/C(=C\c2ccc(-c3cccc([N+](=O)[O-])c3)o2)C(=O)NC(C)(C)C)cc1	1	1	-8	7	31	22	0.5	2	-10
CCOC(=O)c1sc(NC(=O)c2cccs2)cc1C	-5	5	7	1	7	7	-1.8	1	-7
Cc1ccccc1NC(=O)CN1CCN(C(=O)c2ccco2)CC1	-1	6	4	2	-8	0	-0.2	-1	-2
Cc1ncoc1C(=O)N1CCCC(C(=O)c2ccc(-c3ccccc3)cc2)C1 (stereo not drawn)	-1	0	0	3	-3	-1	0.4	1	-1
